PTHR1 ag: PTHR1 (human) receptor agonism; Q03431; HEK293 GP2 PTHR1 cells, GloSensor cAMP luminescence, 1 h; Potency, µM (doses to about 115 µM), without a hit: top-dose activation, most hits filed as activators; 410,000 tested, 0.075% active; AID 743266; note: potency is the fitted concentration of half-maximal effect; nearly all actives have a fitted effect of over 55% in size; some results filed as inactive show a strong effect at the top dose; inactives centre near -15; many of its hits are not listed in these tables
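HEK-293-derived GP2 cells expressing PTHR1 and a GloSensor cAMP reporter, 3,000/well, plated overnight, given luciferin plus IBMX (each 0.5 mM as added) for 1 h at 37 °C, then compound for 1 h at 37 °C. Luminescence was read after 15 min at room temperature.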
EPAC2 agonist: activates human EPAC2 exchange factor; Potency, µM (top dose mostly 154 µM), for inactives: at the top dose activation, usual class: activators; EPAC2 activation, biochemical qHTS; response scale: 100% = 6.5 mM cAMP response; Q8WZA2; 360,000 tested, 0.079% active; note: potency is the fitted concentration of half-maximal effect; nearly all actives have a fitted effect of over 50% in size
Target sequence (Q8WZA2 whole entry, looked up): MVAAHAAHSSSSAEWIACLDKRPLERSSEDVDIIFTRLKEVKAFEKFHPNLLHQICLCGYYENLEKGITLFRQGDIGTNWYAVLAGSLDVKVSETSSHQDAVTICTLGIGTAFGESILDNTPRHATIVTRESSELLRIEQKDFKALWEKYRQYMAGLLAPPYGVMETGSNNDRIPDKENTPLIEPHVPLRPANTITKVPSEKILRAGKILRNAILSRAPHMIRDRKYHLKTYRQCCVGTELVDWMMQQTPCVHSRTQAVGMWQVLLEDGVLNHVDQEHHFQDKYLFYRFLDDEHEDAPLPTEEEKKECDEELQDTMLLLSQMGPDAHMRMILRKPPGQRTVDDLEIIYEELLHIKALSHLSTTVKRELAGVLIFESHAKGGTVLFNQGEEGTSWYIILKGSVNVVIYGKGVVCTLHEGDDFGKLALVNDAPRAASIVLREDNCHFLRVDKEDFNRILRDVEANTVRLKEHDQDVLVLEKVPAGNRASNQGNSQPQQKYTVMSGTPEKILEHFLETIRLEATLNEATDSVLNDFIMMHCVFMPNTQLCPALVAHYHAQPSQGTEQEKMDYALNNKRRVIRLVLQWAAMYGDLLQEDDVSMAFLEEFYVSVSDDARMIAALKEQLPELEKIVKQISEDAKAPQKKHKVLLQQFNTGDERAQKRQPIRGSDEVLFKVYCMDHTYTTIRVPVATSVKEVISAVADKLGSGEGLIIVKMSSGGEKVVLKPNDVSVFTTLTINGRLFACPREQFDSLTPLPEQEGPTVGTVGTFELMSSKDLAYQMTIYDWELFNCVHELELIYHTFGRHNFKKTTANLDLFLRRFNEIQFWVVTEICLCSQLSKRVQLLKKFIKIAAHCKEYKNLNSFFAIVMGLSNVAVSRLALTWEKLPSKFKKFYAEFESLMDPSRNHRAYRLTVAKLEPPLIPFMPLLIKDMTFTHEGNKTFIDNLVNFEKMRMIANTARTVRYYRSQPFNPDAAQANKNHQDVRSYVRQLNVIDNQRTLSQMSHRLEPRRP
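Compounds were added across a concentration range to EPAC2 (100 nM), RAP1B-BODIPY-GDP (250 nM) and GDP (50 uM). After 5 min at room temperature, fluorescence was recorded at 5-min intervals for 30 min.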
D3 ag: agonists of human D3 dopamine receptor | P35462 | D3R DiscoveRx beta-arrestin cells, luminescence, 90 min | max activation, % | 410,000 tested, 0.58% active; in the data active = max activation above about 30%; note: 0% is about no effect; mostly tested at two doses, the higher about 12 µM
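Agonist mode: compounds and dopamine controls were applied to plated cells for 90 min at 37 degrees C after an overnight attachment at 1500 cells/well. Luminescent read-out followed 30 - 60 minutes at room temperature with DiscoveRx detection reagent.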
D3 antag: antagonists of human D3 dopamine receptor; max response, negative = inhibition, %; AID 652054; P35462; D3R cells, DiscoveRx beta-arrestin luminescence, antagonist mode; active compounds read low; 360,000 tested, 2.5% active; in the data active = max response below about -50%; inconclusive = no clear call, values can overlap the other calls; note: % is set by controls: 0 for no effect and ±100 for the full control effect; mostly tested at two doses, the higher about 12 µM
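Cells expressing the human receptor were seeded at 1500 cells/well, incubated overnight at 37 degrees C in 5% CO2, then exposed to library compounds with dopamine controls for 90 minutes at 37 degrees C before luminescent detection.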
EPAC2 antagonist: antagonists of human EPAC2 | EPAC2 GEF exchange of Rap1B-BODIPY-GDP, fluorescence | Q8WZA2 | AID 720708 | Potency, µM (highest dose often 114 µM), without a hit: at the highest dose activity, negative = inhibition, most hits filed as inhibitors | 360,000 tested, 0.18% active; note: potency is the fitted concentration of half-maximal effect; % is set by controls: 0 for no effect and ±100 for the full control effect; nearly all actives have a fitted effect of over 45% in size; many of its hits are not listed in these tables
CCT modulator: changes cytosolic chaperonin activity | 360,000 tested, 0.3% active | activity change, % (concentration not given with the values), hits read low | purified chaperonin ATPase assay, HTRF ADP detection, 30 min; in the data active = activity change below about -30%; note: % is set by controls: 0 for no effect and ±100 for the full control effect
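Nucleotide hydrolysis assay: TRiC at 20–40 nM final (set by batch activity) with 10 uM ATP, 30 min at 37 °C, in presence of 76 uM compound. Detection by competitive ADP HTRF, 30 min ambient.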
MmCpn inh: inhibitors of Methanococcus maripaludis chaperonin (MmCpn). 330,000 tested, 0.031% active. Potency, µM (titrated, usually from 76.9 µM), inactives show at the top dose activity, negative = inhibition, actives largely listed as inhibitors. AID 504842. purified Mm-Cpn ATPase, ADP Transcreener TR-FRET; note: potency is the fitted concentration of half-maximal effect; % is set by controls: 0 for no effect and ±100 for the full control effect; nearly all actives have a fitted effect of over 80% in size
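Inhibition of chaperonin ATP hydrolysis is measured as reduced ADP production, detected by competitive TR-FRET in which signal falls with ADP. Final enzyme 25 nM and ATP 10 uM, reacted 30 min at 37°C.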
Akt phos inh: blocks phosphorylation of Akt | Neuro2A IGF-stimulated pAkt S473 HTRF, 20 min; active compounds read low | AID 651550 | activity change, % for hits at 50 µM | 360,000 tested, 0.32% active; in the data active = activity change below about -80%; inconclusive = mostly about -51% to -80%; note: % is set by controls: 0 for no effect and ±100 for the full control effect
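Neuro2A cells in DMEM with 0.5% FBS, overnight at 37 deg C, given compound at single 50 µM final, then IGF (6 nM final) for 20 min at 37 deg C. Lysed; phospho-Akt Ser473 by HTRF after 24 h, 665/615 ratio.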
* = called active by the depositor; i = inactive; ? = inconclusive; · = no result given; & = joins results of further samples; [ ] = dose if it differs, or a comment. Unless noted, calls come from the whole dose curve; as a rule, active = well fitted curve in the direction sought with a large enough effect; inconclusive = small, poorly fitted or top-dose-only effect, or another doubt; inactive = no such curve, though single readings can be large; an effect the other way counts as inactive or inconclusive. Not all compounds are listed; the hit share may differ from the screen's.

Order of values – PTHR1 ag | EPAC2 agonist | D3 ag | D3 antag | EPAC2 antagonist | CCT modulator | MmCpn inh | Akt phos inh
COCC1CCN(C(=O)C2CCC(=O)N(Cc3cccc(F)c3)C2)CC1 (stereo not drawn)
  i | 2% | 11 | 10 | 5% | -1.5 | 1% | i
COC(=O)c1cc(S(=O)(=O)Nc2nn(C)c3cccc(F)c23)oc1C
  ? | 17% | -16 | -5 | -4% | -1.3 | 0% | i
O=C(Nc1ccccc1)NN(C(=O)CCl)c1ccccc1
  -17% | -3% | -11 | -14 | -7% | -3.4 | 2% | i
O=C(NCc1ccccn1)c1ccc(Cn2cc(C(F)(F)F)ccc2=O)cc1
  -2% | -2% | 2 | 19 | 0% | -1.2 | 0% | i
COc1cc(OC)cc(C(=O)N[C@H](C(=O)OCC(=O)Nc2ccc(F)c(F)c2F)C(C)C)c1
  i | 3% | -10 | 4 | -5% | 0.2 | -2% | i
Cc1ccccc1-c1noc(CNC(=O)c2ccco2)n1
  -4% | 2% | 1 | 3 | 5% | 0.3 | -2% | i
COc1ccc(NC(=O)C2CCCN(C(=O)Nc3cccc(OC)c3)C2)cc1 (stereo not drawn)
  i | 6% | -3 | 3 | -11% | 1.9 | 1% | i
CCN(CC)S(=O)(=O)c1ccc(/C=C/C(=O)Nc2ccc(F)c(F)c2F)cc1
  -20% | 6% | -17 | -22 | -9% | -3.2 | 0% | i
CCOc1ccc(-n2c(C)nc(O)c2N=Nc2ccccc2)cc1
  i | 0% | -8 | -9 | -25% | 1.8 | 2% | i
Cc1ccc(S(=O)c2ccc(C)cc2)cc1
  i | -1% | 5 | 33 | 5% | 0.1 | -1% | i
Cc1cc(C=NCCCO)c(C)n1-c1cc(Cl)ccc1Cl
  0% | 7% | -3 | 2 | -20% | -0.7 | 0% | i
Cc1ccc(-n2nnnc2SC(C)C(N)=O)c(C)c1 (stereo not drawn)
  -1%[57.5 µM] | 3% | 1 | -13 | -2% | -2.6 | 2% | i
CCOC(=O)CSc1nc(-c2ccccc2)cc(C(F)(F)F)n1
  -5% | 6% | 2 | -30 | -13% | 1.0 | 1% | i
C=CCNc1nc(NCCOc2ccccc2Cl)c2sc(-c3ccccc3)cc2n1
  ? | 1% | -13 | -67* | -13% | 1.8 | · | i
O=C(NCCSCc1ccco1)Nc1cc(Cl)cc(Cl)c1
  -20% | 9% | -9 | -22 | -23% | 1.2 | 2% | i
N/C(=N\OC(=O)CCCC(=O)O)c1ncc(C(F)(F)F)cc1Cl
  i | 4% | -2 | -11 | 1% | -1.9 | -1% | i
CCc1ccc(OCc2n[nH]c(=S)n2Cc2ccccc2)cc1
  -25% | -5% | -1 | -8 | -14% | -1.9 | 0% | i
COc1cccc(OC)c1OCCN(C)C
  -20%[57.5 µM] | 10% | -2 | ? | -4% | 2.2 | 0% | i
Cc1cc(C)c[n+](CC(=O)c2ccc(-c3ccccc3)cc2)c1
  -41%[inhibitor] | 10% | -5 | 0 | -5% | -3.8 | -3% | i
CCc1cc2c(=O)[nH]cnc2s1
  i | 0% | 3 | 8 | -2% | 0.1 | -4% | i
Cc1[nH]c2ccccc2c1N=Nc1ccc(F)cc1
  i | 23% | -11 | -25 | -28% | 1.3 | -2% | i
O=C(COc1ccc(Cl)cc1)Nc1nnc(-c2ccco2)o1
  i | -12% | 4 | 10 | 4% | 1.7 | 0% | i
COC(=O)Nc1nnc(/C=C/c2ccccc2)s1
  i | 0% | 0 | 10 | 1% | -3.1 | 1% | i
CC1CCN(S(=O)(=O)c2cccc(C(=O)N3CCN(c4ccc(F)cc4)CC3)c2)CC1
  -8% | 14% | -6 | -24 | -2% | 0.8 | 1% | i
NC(CCc1ccccc1)c1csc(Nc2cnccn2)n1 (stereo not drawn)
  -5% | 16% | 5 | -14 | 7% | -0.9 | · | i
CCc1nc2sc3c(=O)[nH]cnc3c2c2c1CSC(C)(C)C2
  12% | 11% | 14 | 19 | -10% | -7.2 | -3% | i
CC(C)c1ccc(NC(=O)CSc2ncccc2C(=O)Oc2cccc([N+](=O)[O-])c2)cc1
  -15% | -7% | 3 | -12 | 3% | -2.9 | -1% | i
COc1ccc(C2NC(=O)c3ccccc3O2)c(OC)c1OC (stereo not drawn)
  i | 10% | 9 | -14 | 14% | 0.5 | 0% | i
N#Cc1c(-c2ccc([N+](=O)[O-])cc2)nc2n(c1=O)CCS2
  -24% | 13% | -7 | -19 | -8% | -1.3 | 3% | i
COC(=O)C1(C(=O)OC)C/C=C\CN(S(=O)(=O)c2ccccc2[N+](=O)[O-])CC1
  -18% | 0% | 6 | 6 | -7% | -0.9 | · | i
CC(NC(=O)/C=C/c1ccccc1)c1ccccc1 (stereo not drawn)
  i | 14% | -5 | -5 | -3% | -2.4 | 2% | i
CCn1c(C)c(/C=N/Nc2nc3ccccc3s2)c2ccccc21
  i | 7% | 4 | -5 | -5% | -2.3 | 0% | i
COc1ccc(C2C3C=CCC(c4cccc(-c5ccc(C)cc5)c4)C3C(=O)N2Cc2ccccc2)cc1Cl (stereo not drawn)
  -30% | -6% | 5 | 0 | 18% | -2.4 | -2% | i
COc1ccc(/C(O)=C2/C(=O)C(=O)N(CCN3CCOCC3)C2c2cccnc2)cc1OC (stereo not drawn)
  i | 6% | 0 | 8 | 0% | 1.1 | 0% | i
COc1ccc(N2C(=O)/C(=C/c3cccs3)NC2=S)cc1
  -24% | -4% | 5 | -3 | 9% | -2.1 | -2% | i
Cc1cnc(CN2CCCC(C(=O)c3ccc4c5c(cccc35)CC4)C2)[nH]1 (stereo not drawn)
  -11% | 7% | -17 | -53* | 3% | -2.2 | 2% | i
Cn1c(=NC(=O)CS(=O)(=O)c2ccccc2)sc2cc(F)ccc21
  i | 10% | -4 | -4 | 1% | -2.8 | · | i
c1ccc(-n2nnnc2-c2cnc(-c3ccncc3)nc2-c2cccs2)cc1
  i | 13% | -8 | -13 | 0% | 1.2 | -3% | i
Cc1ccc(NS(=O)(=O)c2ccc(-n3cccn3)cc2)cc1Cl
  -18% | 4% | 1&-7 | 63 | -18% | 0.9 | · | i
O=C(NCCCN1CCN(c2ccc(F)cc2)CC1)C1CCCN(c2ncnc3c2nc2n3CCCCC2)C1 (stereo not drawn)
  -20% | -4% | -11 | -55* | 0% | -3.3 | -1% | i

Ordered by length of the SMILES (ascending): some entries from above
Order of values – PTHR1 ag | EPAC2 agonist | D3 ag | D3 antag | EPAC2 antagonist | CCT modulator | MmCpn inh | Akt phos inh
COc1ccc(C2NC(=O)c3ccccc3O2)c(OC)c1OC (stereo not drawn)
  i | 10% | 9 | -14 | 14% | 0.5 | 0% | i
CCc1nc2sc3c(=O)[nH]cnc3c2c2c1CSC(C)(C)C2
  12% | 11% | 14 | 19 | -10% | -7.2 | -3% | i
c1ccc(-n2nnnc2-c2cnc(-c3ccncc3)nc2-c2cccs2)cc1
  i | 13% | -8 | -13 | 0% | 1.2 | -3% | i
CC1CCN(S(=O)(=O)c2cccc(C(=O)N3CCN(c4ccc(F)cc4)CC3)c2)CC1
  -8% | 14% | -6 | -24 | -2% | 0.8 | 1% | i
O=C(NCCCN1CCN(c2ccc(F)cc2)CC1)C1CCCN(c2ncnc3c2nc2n3CCCCC2)C1 (stereo not drawn)
  -20% | -4% | -11 | -55* | 0% | -3.3 | -1% | i

Next part:
Order of values – PTHR1 ag | EPAC2 agonist | D3 ag | D3 antag | EPAC2 antagonist | CCT modulator | MmCpn inh | Akt phos inh
O=C(NC(=S)NC(CO)Cc1ccccc1)c1ccc(F)cc1 (stereo not drawn)
  i | 6% | 2 | -14 | -1% | 0.1 | 1% | i
COc1ccccc1OCC(O)Cn1nc(C)cc1C (stereo not drawn)
  i | 13% | -2 | -25 | -1% | 2.0 | 0% | i
O=[N+]([O-])c1ccccc1S(=O)(=O)N1CCN(c2ccccc2)CC1
  -11% | -2% | 7 | -12 | 2% | -0.3 | 0% | i
CCc1nc(SCC(=O)Nc2ccccc2C(=O)OC)n[nH]1
  -16%[57.5 µM] | -20% | -8 | 1 | -8%[57.1 µM] | -1.8 | 0% | i
Cn1c(SCc2ccc(F)cc2Cl)nc2ccccc2c1=O
  -49%[inhibitor] | 5% | 11 | 37 | -2% | -2.4 | -3% | i
Cc1nc(Cc2ccc(OC(C)C)cc2)[nH]c(=O)c1CC(=O)O
  i | -1% | 5 | 11 | 8% | -0.3 | 2% | i
O=C(CNC(=O)c1ccc(Cl)cc1Cl)OCC(=O)N1CCCC1=O
  i | 7% | 11 | -6 | 13% | -0.4 | 0% | i
CN(CCC1CCOCC1)C(=O)c1cc(COc2c(F)cccc2F)on1
  -10% | 3% | 1 | -1 | 6% | 1.8 | 2% | i
COc1ccc(NC(=O)Nc2cccs2)cc1OC
  -9%[57.5 µM] | 0% | 0 | 8 | 4% | -2.3 | 1% | i
Cc1cc(C(=O)N2CCN(c3ncccn3)CC2)sc1-c1ccccc1
  -27% | 14% | -1 | -8 | -1% | -3.1 | · | i
COC(=O)c1cccc(NC(=O)c2cccs2)c1C
  i | 4% | -3 | -3 | 3% | -16 | 1% | i
CCC(Sc1nc(C)cc(=O)[nH]1)C(=O)Nc1nnc(C)s1 (stereo not drawn)
  16%[57.5 µM] | 6% | -5 | 0 | 0% | -3.2 | -1% | i
CN(CC(=O)Nc1cccc(F)c1)C(=O)C1CCC(C(=O)N(C)CC(=O)Nc2cccc(F)c2)CC1 (stereo not drawn)
  -18% | 0% | 5 | 2 | 0% | 0.4 | · | i
O=C(O)COc1ccccc1/C=N/NC(=O)c1cccc(S(=O)(=O)Nc2cccc(Cl)c2)c1
  23% | -3% | -3 | 0 | 6% | 2.0 | -1% | i
COc1ccc(CC(=O)Nc2ccc(C(N)=O)cc2)cc1
  i | 14% | -6 | -14 | -1% | 0.5 | 1% | i
COC(=O)c1ccccc1NC(=O)COC(=O)CSc1nnc(N)s1
  i | 8% | -2 | 31 | -4% | -0.8 | -4% | i
Cc1ccc(N2C(=O)N3[C@H](c4ccc(Br)cc4)[C@@H]4C(=O)N(C(C)(C)C)C(=O)[C@@H]4[C@]3(C)C2=O)cc1
  -35%[inhibitor] | 0% | -13 | ? | 6% | 1.5 | 0% | i
Cc1ccc(NC(=O)COC(=O)c2ccc3c(c2)OCCO3)cc1
  -37%[inhibitor] | -1% | -11 | 3 | 3% | 1.5 | 2% | i

Just MmCpn inh, for 2 of the compounds above:
smiles	MmCpn inh
COC(=O)c1cccc(NC(=O)c2cccs2)c1C	1%
COc1ccc(NC(=O)Nc2cccs2)cc1OC	1%
